MBNL1-CUG inh: qHTS Assay for Inhibitors of MBNL1-poly(CUG) RNA binding | Muscleblind-like protein 1 (Homo sapiens), Q9NR56 | TR-FRET MBNL1-His/biotin-(CUG)12 binding, 665/545 ratio | Potency, µM (titrated, usually from 57.5 µM), without a hit: at the highest dose activity change, negative = inhibition, hits mostly inhibitors | hit rate 0.036% among 280,000 | AID 2675, 2010; active = well fitted inhibition curve with a large enough effect in the signal ratio, with a control signal flat, not every such curve was filed as active; inconclusive = small, poorly fitted or top-dose-only effect, or effect the other way, or a change in a side signal; inactive = no such curve, though single readings can be large or run the other way; the % refers to the signal ratio; also: potency is read from the fitted curve at half-maximal effect; % is scaled to controls: 0 for no effect and ±100 for the full control effect
Target sequence (Q9NR56 whole entry, looked up): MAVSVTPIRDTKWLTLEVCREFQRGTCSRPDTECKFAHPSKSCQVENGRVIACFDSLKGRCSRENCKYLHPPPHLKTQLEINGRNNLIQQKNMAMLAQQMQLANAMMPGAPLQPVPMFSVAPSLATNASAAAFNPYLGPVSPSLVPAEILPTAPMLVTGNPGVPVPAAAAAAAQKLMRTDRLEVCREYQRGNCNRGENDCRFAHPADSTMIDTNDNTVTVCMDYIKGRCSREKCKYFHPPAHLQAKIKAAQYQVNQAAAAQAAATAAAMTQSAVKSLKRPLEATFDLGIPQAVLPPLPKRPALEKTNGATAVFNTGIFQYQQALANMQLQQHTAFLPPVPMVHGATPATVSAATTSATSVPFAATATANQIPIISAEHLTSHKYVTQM
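MBNL1-His + Biotin-(CUG)12, cpd titration 92 nM–58 uM; Tb anti-His Ab 0.055 ng/ul, SA-XL665 5 nM (final); 60 min RT; ratiometric 665/545 nm, Ex 340 nm; normalized to buffer and full-complex controls.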
Rab9 promoter act: qHTS Assay for Rab9 Promoter Activators; Huh7 Rab9 promoter-luciferase reporter, luminescence, 24 h; Potency, µM (top dose mostly 9.22 µM), for inactives: at the top dose activation, negative = inhibition, hits mostly activators; hit rate 2.8% among 320,000; also: potency is read from the fitted curve at half-maximal effect; % of control where 0% means no effect; nearly all actives have a fitted effect of over 60% in size
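Huh7 cells stably carrying Rab9 promoter–luciferase reporter, plated 1500 cells/well, compound added after 2 h and incubated 24 h at 37 °C; luciferase luminescence then read after 10 min with detection reagent.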
Menin-MLL TR inh: qHTS Assay for Inhibitors Targeting the Menin-MLL Interaction in MLL Related Leukemias: Competition With Texas Red Labeled MLL-derived Mutant Peptide; O00255; Menin + Texas Red MLL mutant peptide, fluorescence polarization; Potency, µM (series often up to 61.6 µM), without a hit: at the highest dose FP activity change, negative = inhibition, actives largely listed as inhibitors; hit rate 0.23% among 270,000; AID 1768, 2009; active = well fitted inhibition curve with a large enough effect in the polarisation, with a control signal flat, not every such curve was filed as active; inconclusive = small, poorly fitted or top-dose-only effect, or effect the other way, or a change in a side signal; inactive = no such curve, though single readings can be large or run the other way; the % refers to the polarisation; also: potency is read from the fitted curve at half-maximal effect; % of control where 0% means no effect; many of its hits are not listed in these tables
Mito fusion yeast: qHTS Assay for Small Molecule Inhibitors of Mitochondrial Division or Activators of Mitochondrial Fusion; hit rate 0.23% among 320,000; S. cerevisiae fusion-defective mutant growth rescue, CellTiterGlo 48 h; AID 485298, 2010; Potency, µM (top dose mostly 46.1 µM), for the others: top-dose growth rescue (activation), hits mostly activators;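 also: potency is read from the fitted curve at half-maximal effect; % of control where 0% means no effect; nearly all actives have a fitted effect of over 45% in size; temperature-sensitive fusion mutants such as fzo1-1 at 37 °C on non-fermentable ethanol glycerol medium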
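Growth-rescue viability read-out: after 48 h at the non-permissive 37C in glycerol/ethanol YPEG, yeast mitochondrial fusion mutants are measured by CellTiterGlo luminescence; compounds (23 nl pinned per well) restoring growth score as division inhibitors or fusion activators.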
RORgamma inh: qHTS for inhibitors of ROR gamma transcriptional activity; Potency, µM (titrated, usually from 53.6 µM), for inactives: at the top dose activity change, negative = inhibition, usual class: inhibitors; Nuclear receptor ROR-gamma (Mus musculus), P51450; Drosophila S2 Gal4-RORgamma UAS-luciferase reporter, 20 h; AID 2551, 2010; hit rate 5.4% among 310,000; also: potency is read from the fitted curve at half-maximal effect; % is scaled to controls: 0 for no effect and ±100 for the full control effect; nearly all actives have a fitted effect of over 60% in size
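Stably transfected Drosophila Schneider cells are the test system, with ROR gamma fused to Gal4 and luciferase under UAS control; luminescence is read after 20 hr of 700 uM copper sulfate induction at ambient temperature.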
ELG1 repair inh: qHTS screen for small molecules that inhibit ELG1-dependent DNA repair in human embryonic kidney (HEK293T) cells expressing luciferase-tagged ELG1. HEK293T ELG1-luciferase reporter, luminescence, 16 h; DNA damage induced by 5-fluorouridine. Potency, µM (series often up to 46.1 µM), for inactives: at the top dose activity change, negative = inhibition, hits mostly inhibitors. hit rate 2.3% among 330,000. AID 504467, 2011; also: potency is read from the fitted curve at half-maximal effect; % is scaled to controls: 0 for no effect and ±100 for the full control effect; nearly all actives have a fitted effect of over 55% in size
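Quantitative HTS, concentration-response format. 2,000 cells/well co-treated with 5-fluorouridine and compound, 16 hr in 5% CO2 at 37 °C; ONE-Glo luminescence read after 30 min.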
NPC1 prom act: qHTS Assay for NPC1 Promoter Activators; Huh7 NPC1 promoter luciferase reporter, 24 h; Potency, µM (titrated, usually from 9.22 µM), without a hit: at the top dose activation, actives largely listed as activators; hit rate 2.4% among 320,000;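 also: potency is read from the fitted curve at half-maximal effect; % of control where 0% means no effect; nearly all actives have a fitted effect of over 60% in size; reporter is driven by a mutant NPC1 promoter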
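NPC1 promoter–luciferase Huh7 cells; 24 h compound; luminescence.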
VP16 counter: VP16 counterscreen qHTS for inhibitors of ROR gamma transcriptional activity; Drosophila S2 Gal4-VP16 UAS-luciferase, luminescence, 20 h; Potency, µM (series often up to 53.6 µM), for inactives: at the top dose activity, negative = inhibition, actives largely listed as inhibitors; hit rate 3.5% among 310,000;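 also: Gal4-VP16 expression switched on by copper sulfate through the metallothionein promoter; potency is read from the fitted curve at half-maximal effect; % is scaled to controls: 0 for no effect and ±100 for the full control effect; nearly all actives have a fitted effect of over 50% in size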
FLuc modulator: qHTS profiling assay for firefly luciferase inhibitor/activator using purifed enzyme and Km concentrations of substrates (counterscreen for miR-21 project); Luciferin 4-monooxygenase (Photinus pyralis), P08659; purified FLuc, Km substrates, luminescence inhibition; Potency, µM (doses to about 57.5 µM), for inactives: at the highest dose activity change, negative = inhibition, actives largely listed as inhibitors; hit rate 6.9% among 360,000; AID 588342, 2011;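 also: potency is read from the fitted curve at half-maximal effect; plate controls were vehicle for no effect and reference inhibitor for full effect; nearly all actives have a fitted effect of over 55% in size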
Target sequence (P08659 whole entry, looked up): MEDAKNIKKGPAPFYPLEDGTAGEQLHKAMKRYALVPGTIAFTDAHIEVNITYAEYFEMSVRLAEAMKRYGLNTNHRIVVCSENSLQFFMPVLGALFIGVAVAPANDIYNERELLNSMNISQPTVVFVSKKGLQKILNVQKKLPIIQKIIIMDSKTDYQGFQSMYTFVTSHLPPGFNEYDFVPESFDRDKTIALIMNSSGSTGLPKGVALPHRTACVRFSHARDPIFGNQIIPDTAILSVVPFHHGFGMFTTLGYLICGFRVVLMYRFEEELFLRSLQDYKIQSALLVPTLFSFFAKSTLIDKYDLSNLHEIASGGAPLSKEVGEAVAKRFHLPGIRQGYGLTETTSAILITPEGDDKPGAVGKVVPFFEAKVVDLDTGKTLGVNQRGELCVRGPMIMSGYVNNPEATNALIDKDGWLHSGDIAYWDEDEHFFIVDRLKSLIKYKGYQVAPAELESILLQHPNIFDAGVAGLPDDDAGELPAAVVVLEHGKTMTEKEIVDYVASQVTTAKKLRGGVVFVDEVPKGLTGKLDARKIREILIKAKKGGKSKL
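Purified P. pyralis luciferase, 10 nM final, with Km-level 10 uM D-luciferin and 10 uM ATP in 50 mM Tris acetate pH 7.5, 10 mM Mg acetate, 0.01% Tween-20, 0.05% BSA; 6-point qHTS titration about 60 µM downward; luminescence read.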
PKM2 act: qHTS Assay for Activators of Human Muscle isoform 2 Pyruvate Kinase; Pyruvate kinase PKM (Homo sapiens), P14618; purified PKM2, Kinase-Glo ATP luminescence, activation; response scale: 0% is enzyme alone, no compound; Potency, µM (titrated, usually from 57.5 µM), without a hit: at the top dose activation, hits mostly activators; hit rate 0.34% among 260,000; also: potency is read from the fitted curve at half-maximal effect; % is scaled to controls: 0 for no effect and ±100 for the full control effect; nearly all actives have a fitted effect of over 55% in size
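Kinase-Glo luminescence reports ATP generated from ADP (0.1 mM) and PEP (0.5 mM) by purified hPK-M2 after 1 h at room temperature, pH 7.2 imidazole buffer; intermediate enzyme activity allows detecting inhibitors and activators.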
KCNH2 3.1 block: qHTS for Inhibitors of KCHN2 3.1: Mutant qHTS; Potassium voltage-gated channel subfamily H member 2, brain isoform KCNH2 3.1 (human); U2OS KCNH2 3.1, thallium flux FluxOr; stronger effect = lower value; activity change, % (tested at about 1.8 µM); hit rate 0.95% among 340,000; AID 720553, 2013;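 active = maximum activity change below -70%; inconclusive = maximum activity change from -70% to -50%; inactive = maximum activity change above -50%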;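 also: thallium influx rate constant from kinetic fluorescence after stimulation buffer; % is scaled to controls: 0 for no effect and ±100 for the full control effect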
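Steps: virus added to U2OS suspension (4 h, RT, dark); medium with 10% FBS added, cells plated, 37 C overnight; FluxOr/Red40 loading buffer 45 min RT; stimulation buffer, 2 min kinetic read; rate constant normalized.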
Numbers without * were called inactive; ? = inconclusive; . = no result given; & = joins results of further samples; [ ] = another dose, or the depositor's remark. Unless noted, calls follow the shape of the dose curve; as a rule, active = well fitted curve in the direction sought with a large enough effect; inconclusive = small, poorly fitted or top-dose-only effect, or another doubt; inactive = no such curve, though single readings can be large; an effect the other way counts as inactive or inconclusive. This is a subset (hit frequency here may not be typical).

SMILES	MBNL1-CUG inh	Rab9 promoter act	Menin-MLL TR inh	Mito fusion yeast	RORgamma inh	ELG1 repair inh	NPC1 prom act	VP16 counter	FLuc modulator	PKM2 act	KCNH2 3.1 block
CCCOc1c(Br)cc(C(=O)OCC(=O)NC2CC2)cc1OC	.	-6%	.	16%	.	2%	-1%	.	-13%	.	-12
O=C(NCCN1CCCC1)c1cc(-c2ccncc2)nc2ccc(S(=O)(=O)N3CCOCC3)cc12	?	12%	17%	0%	12%	-2%	-3%	0%	8%	5%	-18
Cc1ccc(S(=O)(=O)NN2C(=O)/C(=C/c3cccc(F)c3)SC2=S)cc1	6%	5%	39%[activator]	?	-18%	5%	0%	5%	-5%	.	11
CCOC(=O)CN1N=C(/C=C/c2ccc(C)cc2)CCC1=O	?	-5%	0%	-2%	?	?	1%	9%	?	-2%	33
C=CCSc1nc2sc3c(c2c(=O)n1-c1ccc(C)cc1)CCN(C)C3	10%	-5%	?	-2%	-8%	-1%	-1%	12%	1%	.	2
Cc1cccc(/C=N/NC(=O)C(C)Nc2cccc3ccccc23)n1 (stereo unspecified)	25%	-5%	-7%	-2%	?	?	10%	?	3%	-7%	-11
CCCCOc1ccc(NS(=O)(=O)c2ccc(-n3cnnn3)cc2)cc1	-5%	-11%	.	0%	22%	8%	-2%	-3%	5%	.	32
COC(=O)Cc1ccc(NC(=S)NC2CC2)cc1	-8%	-1%	.	-5%	-12%	5%	2%	-17%	0%	-2%	5
CC1SC(c2ccc(Cl)cc2Cl)NC1=O (stereo unspecified)	-7%	-1%	-2%	-4%	-10%	-3%	-8%	2%	0%	-3%	-22
CN(CC(=O)O/N=C(\N)c1ccc([N+](=O)[O-])cc1)S(=O)(=O)c1ccccc1	?	-1%	?	4%	45%	-14%	1%	12%	-9%	0%	-10
Cc1ccc(-n2cc(CNC(C)c3cnn(C)c3)c(-c3ccc(F)cc3)n2)cc1 (stereo unspecified)	-2%	-7%	-21%	-13%	-27%	4%	-1%	-10%	?	0%	0
CCc1ccc(N2C(=O)/C(=C/c3cccs3)N(CC(=O)OC)C2=S)cc1	-5%	-6%	-26%	1%	-21%	-1%	-2%	1%	0%	2%	6
Cc1ccc2oc(C(=O)N(Cc3ccc(N(C)C)cc3)CC3CCCO3)c(C)c2c1 (stereo unspecified)	-1%	-4%	.	13%	26%	?	-1%	-2%	-2%&-8%	.	-7
Cn1c(=O)c2nnn(/N=C(\c3ccccc3)C3CC3)c2n(C)c1=O	-11%	4%	6%	0%	0%	-2%	2%	-6%	0%	-18%	15
CCOC(=O)Cc1csc(NC(=O)c2ccc(Cl)nc2)n1	3%	0%	26%	-1%	-17%	-16%	0%	-5%	-17%	-4%	9
Cc1noc(/C=C/c2ccc(-c3ccccc3Cl)o2)c1[N+](=O)[O-]	-7%	29%	?	0%	-6%	?	20%	10%	-4%[2.3 µM]	-6%	-25
O=C(O)c1cccc(NS(=O)(=O)/C=C/c2ccccc2)c1	2%	-1%	17%	2%	3%	15%	2%	-6%	-1%	9%	-13
C/C(CCC(C)C)=N\Nc1ccc(S(N)(=O)=O)cc1[N+](=O)[O-]	?	-2%	-1%	-7%	37%	?	-9%	?	-9%	0%	2
Cc1ccc(NS(=O)(=O)c2ccc3[nH]c(=O)oc3c2)cc1Cl	.	-2%	.	2%	.	14%	-2%	.	3%	.	4
Clc1ccccc1OCCCCN1CCNCC1	0%	0%	-4%	-9%	-5%	.	-2%	-2%	-14%	2%	-10
CSc1ccccc1NC(=O)COc1ccc(Cl)cc1	?	15%	-10%	14%	-2%	?	15%	?	?	8%	-5
Cc1c(C(=O)NCc2ccco2)oc2ccc(Br)cc12	.	16%	.	28%	.	?	19%	.	?	.	2
CCCCC(=O)Nc1sc2c(c1C(=O)OCC)CCC(C=O)=C2Cl	8%	-6%	-5%	3%	15%	?	-32%[inhibitor]	-17%	1%	0%	.
Nc1nc2c(ncn2[C@H]2C[C@H](O)[C@@H](CO)O2)c(=O)[nH]1	.	1%	.	1%	.	8%	-1%	.	5%	.	10
COc1ccc(C2N(C(C)=O)CCCN2S(=O)(=O)c2ccc(C)cc2)cc1 (stereo unspecified)	1%	-3%	.	11%	0%	0%	-3%	-9%	1%	.	-7
CC(CCc1ccccc1)NC(=O)/C=C/c1ccc(Cl)cc1 (stereo unspecified)	-12%	4%	-7%	?	?	?	0%	?	-10%	3%	-10
COc1ccc(NS(=O)(=O)c2csc(C(=O)N3CCCC3)c2)c(OC)c1	3%	0%	.	-1%	38%	-7%	1%	2%	4%	.	2
CS(=O)(=O)N1CCN(c2ccccc2NC(=O)Cc2ccccc2)CC1	-2%	-1%	-13%	4%	?	0%	0%	-1%	5%[2.3 µM]	7%	5
CCN(CC)CCNc1nc(-c2ccc(OC(F)F)cc2)c(C)s1	-1%	2%	2%	-2%	8%	1%	-3%	13%	6%	2%	-24
CCOC(=O)Cc1csc(NC(=O)Cc2ccccc2)n1	-3%	1%	1%	8%	3%	2%	-3%	-4%	-1%	4%	11
O=C(NCc1nc(-c2ccc(C(F)(F)F)cc2)no1)Nc1ccc(F)cc1F	0%	-3%	.	-2%	6%	10%	1%	-14%	0%	-11%	-4
O=S(=O)(Nc1ccc(-c2cn3cccnc3n2)cc1)c1ccccc1	?	-8%	4%	-5%	3%	7%	0%	7%	?	-2%	-3
O=C1NC2(CCCCCC2)C(=O)N1Cc1ccc(Br)cc1	-7%	0%	.	-2%	19%	-5%	-7%	6%	5%	-1%	7
Cc1sc2nc[nH]c(=S)c2c1-c1ccccc1	.	0%	9%	0%	0.28µM*	?	-8%	0.63µM*	-19%	0%	15
O=C1c2ccccc2C(=O)N1CSc1nnc(Nc2ccccc2F)s1	4%	9%	-2%	11%	-2%	?	4%	-4%	2%	7%	6
CCN(CC(=O)NCc1ccc(F)cc1)S(=O)(=O)c1ccc(C)cc1	-1%	-1%	2%	10%	42%	-2%	-5%	-6%	-2%	.	3
CCC(C)[C@H](NC(=O)NCc1ccccc1)C(=O)O (stereo partly specified)	-9%	0%	4%	-2%	-2%	0%	15%	-17%	1%	-2%	-8
COc1ccc2c(c1)c(=O)oc1c(C)c(OC(C)C(=O)N[C@@H](Cc3c[nH]c4ccc(O)cc34)C(=O)O)ccc12 (stereo partly specified)	-12%	-3%	6%	-1%	16%	-4%	9%	-1%	12µM*	-9%	16
O=C(Nc1cccc(S(=O)(=O)N2CCCCC2)c1)c1ccc(S(=O)(=O)C(F)F)cc1	4%	15%	?	-3%	-21%	21µM*	-10%	?	-1%	4%	-2
CC(C)OC(=O)CSc1nc(N2CCOCC2)c2c(c1C#N)CC(C)(C)OC2	7%	-1%	?	-10%	-2%	?	-1%	9%	-1%	.	7
O=C(Cn1cnc2c(NC(=O)OCc3ccccc3)ncnc21)NCCN1CCOCC1	.	-5%	.	-11%	.	?	0%	.	-15%	.	-32
CC(OC(=O)C1CC=CCC1C(N)=O)C(Cl)=C(Cl)Cl (stereo unspecified)	1%	-2%	6%	-2%	10%	6%	-5%	1%	1%	-1%	-7
CN(C(=O)CSc1nc(-c2ccc(C(C)(C)C)cc2)c(C#N)c(=O)[nH]1)C1CCCCC1	3%	-2%	33%[activator]	-6%	4%	14%	-3%	-14%	3%	-2%	-3
O=C(c1ccco1)N1CCN(C(=O)c2cc(Cl)nc3ccccc23)CC1	.	15%	.	-2%	.	-17%	-3%	.	8%	.	0
